Bioassay records deposited in PubChem BioAssay by several laboratories.
TbHK1 inh – blocks Trypanosoma brucei hexokinase 1 activity; AID 1430; 0.11% of 220,000 active; recombinant TbHK1, G6PDH-coupled NADH A340; inhibition, % at 10 µM;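 active means inhibition of 50% or more in the single-dose primary screen; inactive means inhibition below 50%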
FXIa inh – factor XIa (human) inhibition | AID 798 | purified FXIa, Boc-Glu-Ala-Arg-AMC fluorogenic substrate | 0.14% of 220,000 active | P03951 | inhibition, % at 5 µM;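 active means inhibition of at least 40%; inactive means inhibition below 40%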;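 further: fluorescence of freed AMC excited at 355 nm; 0% = enzyme without compound and 100% = no enzyme blank; many of its hits are not listed in these tables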
FXIIa inh 1536 – inhibitors of human coagulation factor XIIa. purified FXIIa, Boc-QGR-AMC fluorogenic substrate, 2 h. inhibition, % at 5 µM. AID 800. 0.3% of 220,000 active; in the data active means inhibition above about 40%;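 further: 0% = enzyme with no compound and 100% = blank without enzyme; many of its hits are not listed in these tables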
zVAD death inh – L929 zVAD cell death inhibition; AID 1377; viability rescue, % at 10 µM; L929 zVAD necroptosis rescue, ATP luminescence, 24 h; with zVAD 60 µM; 0.38% of 220,000 active;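 active means activation, scaled between plate controls, above about 75%, limit read from the data; inactive means activation under that limit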;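 further: 0% = zVAD with DMSO and 100% = DMSO alone without zVAD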
PPC-1+TRAIL kill – kills PPC-1 cancer cells in the presence of TRAIL; PPC-1 cells + TRAIL, ATPLite viability luminescence; cell killing (% activity), % at 4 µM; 0.41% of 220,000 active; AID 1443;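 active means cell killing above 50% in the first pass at 4 µM, then a duplicate retest at 5 µM averaging 50% or more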;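 further: plate controls were cells with TRAIL plus DMSO for no effect and medium-only wells lacking cells for full effect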
TNF necrop inh – TNF-alpha cell death inhibition in Jurkat FADD-/- cells | activation (protection from cell death), % at 10 µM | 0.068% of 220,000 active | AID 463075 | Jurkat FADD-/- TNF necroptosis rescue, ATP luminescence, 24 h; 0 = TNF only, 100 = no-TNF cells;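 active means activation, meaning protection from cell death, of at least 50% relative to plate controls; inactive means activation below 50%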;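 further: necroptosis triggered by 40 ng/mL TNF-alpha added together with compound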
CHOP inh – CHOP inhibition in unfolded protein response. 3.8% of 220,000 active. CHO-K1 CHOP-promoter luciferase, tunicamycin-induced, 15-18 h. inhibition, % at 10 µM;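 active means compounds that reduced the stress-induced luciferase reporter signal by more than about 70% of percent inhibition, limit read from the data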;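 further: 0% = tunicamycin plus vehicle and 100% = wells without tunicamycin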
Wee1 stabilizer – human Wee1 degradation inhibition, primary screen. P30291. HeLa Luc-Wee1K328M stability, luciferase luminescence; 100% = proteasome inhibitor MG132 effect. reporter increase, % at 5 µM. 1.2% of 220,000 active;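 active means activation above the mean of all tested compounds plus 3 SD, set per screening run, cut at about 8.8% in these data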;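 further: cells exposed to compound for 20 h before luminescence read; 0% = DMSO alone and 100% = MG132 at 30 µM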
PGE2 EP2 inh – EP2 receptor (human) inhibition. P43116. C6 glioma cells expressing human EP2, cAMP TR-FRET; cells stimulated with saturating PGE2. inhibition, % at 25 µM. 0.52% of 260,000 active;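 active means percent inhibition above 40 after rounding to a whole number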;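 further: rat C6 glioma host cells with rolipram phosphodiesterase inhibitor present; the protocol text gives 20 µM as final concentration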
Target sequence (P43116 whole entry, looked up): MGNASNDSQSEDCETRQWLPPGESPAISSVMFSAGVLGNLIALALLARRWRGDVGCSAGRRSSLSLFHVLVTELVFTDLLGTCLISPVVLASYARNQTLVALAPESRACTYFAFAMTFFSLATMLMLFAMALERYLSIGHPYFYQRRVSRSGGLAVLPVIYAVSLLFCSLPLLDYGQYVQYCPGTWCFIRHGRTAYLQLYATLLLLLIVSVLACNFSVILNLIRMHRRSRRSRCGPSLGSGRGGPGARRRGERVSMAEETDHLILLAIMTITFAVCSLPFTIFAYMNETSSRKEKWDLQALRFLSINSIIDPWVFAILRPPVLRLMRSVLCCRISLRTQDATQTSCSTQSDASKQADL
Numbers without * were called inactive; . = not tested or not shown; & = joins results of further samples; [ ] = another dose, or the depositor's remark.

mol	TbHK1 inh	FXIa inh	FXIIa inh 1536	zVAD death inh	PPC-1+TRAIL kill	TNF necrop inh	CHOP inh	Wee1 stabilizer	PGE2 EP2 inh
COCc1nnc(NC(=O)c2ccc(Cl)cc2[N+](=O)[O-])s1	9	4	8	1.0	20	0.4	-1	1	9
Cc1nc(CS(=O)c2ccccc2)cc(N2CCOCC2)n1 (stereo unspecified)	-7	4	17	0.1	5	-3.2	-6	1	9
O=C1c2ccccc2CC1Sc1nnc(-c2ccncc2)o1 (stereo unspecified)	-1	2	21	0.3	11	3.2	17	3	8
CCOC(=O)c1c(NC(=O)c2cccs2)sc(C)c1CC	-1	11	24	4.3	8	-0.1	58	-1	9
CCOC(=O)C(C)n1cnc2c(nnn2-c2ccc(C)cc2)c1=O (stereo unspecified)	5	3	16	-0.1	-9	-3.0	-7	2	5
Cc1ccc(C2C(C(=O)c3cc4ccccc4o3)=C(O)C(=O)N2CCN2CCOCC2)o1 (stereo unspecified)	-23	2	17	-0.1	3	0.8	-36	-2	7
CS(=O)(=O)N1CCN(c2ccc(NC(=S)NC(=O)c3ccccc3[N+](=O)[O-])cc2)CC1	-3	0	10	2.0	14	1.2	-28	0	2
Cc1oc(-c2cc(F)ccc2F)nc1CN1CCN(c2ncnc3ccccc23)CC1	-14	1	12	-0.4	8	0.4	23	0	14
COc1ccc(OC)c(S(=O)(=O)N2CCC(C(=O)Nc3ccccc3)CC2)c1	-2	0	4	-0.2	.	0.9	-11	0	7&8
CCc1nc(C)cc2c1sc1ccccc12	-17	1	5	1.0	8	1.6	8	25*	10
CC1Cc2ccccc2N1C(=O)CN1CCC(C(N)=O)CC1 (stereo unspecified)	-2	-3	3	0.2	11	2.4	2	1	-1
CCOC(=O)c1c(CN(C)C)oc2cc(CN(C)C)c(O)c(CSc3ccccc3)c12	-9	-4	3	-0.6	11	-5.9	4	0	24
C/C(CC(=O)Nc1ccc(OCc2ccccc2)cc1)=N\NC(=O)C(=O)Nc1ccccc1C	4	7	18	0.0	29	-2.6	56	-4	12
COc1ccc2nc(SCC(C)=O)c(C#N)cc2c1	-9	8	7	1.1	-4[5 µM]	1.8	0	0	17
CCC(=O)N1c2ccc(S(=O)(=O)CCC(=O)NCCC3=CCCCC3)cc2CC1C (stereo unspecified)	-2	-28	-5	0.8	3	-1.0	21	1	11
COC(=O)Cc1c(C)c2c(OCc3nn[nH]n3)cc(C)cc2oc1=O	-4	-6	7	-0.3	-1	-0.5	-18	-1	6
Cc1cc(C(=O)COC(=O)C2CC2)c(C)n1-c1ccc(F)cc1	2	-6	7	0.0	29	-0.2	26	2	1
CNc1ccc(Br)cc(C(=O)/C=C/c2cccc(Cl)c2Cl)c1=O	1	1	6	0.6	-1	-8.0	101*	-1	7
Clc1ccc(Oc2cnc3ccccc3n2)cc1	-1	6	10	0.6	17	0.8	62	-1	4
CCC(=O)Nc1sc(C(=O)Nc2ccccc2F)c(C)c1C(=O)OC	-6	-3	8	38	.	0.5	1	4	18&15
Cc1c(Cl)c(C(F)(F)F)nn1CC(=O)NCc1ccco1	4	-6	2	-0.1	.	0.6	25	3	10
CC1(C)OC(=O)C(=CNc2ccc(F)cc2)C(=O)O1	-21	7	14	0.1	11	-4.7	3	0	5
CCCCOCCCNC(=O)c1cccc(OC)c1	5	7	13	0.6	31	0.6	0	-1	6
CC(C)N(CCO)C(=O)CCc1nnc(Cc2cccc(C(F)(F)F)c2)o1	7	2	14	0.3	-8	0.8	-6	1	6
CCOc1ccc(Cn2ccnc2CCl)cc1[N+](=O)[O-]	-5	2	15	-0.2	12	-1.0	1	0	.
CCOCC(=O)Nc1ccc(OCc2ccccc2)cc1	-1	-5	.	2.7	27	-0.2	-7	2	4
CCOCCCNC(=S)NNC(=O)CCn1nc(C)c(Br)c1C	-6	-9	-13	-0.6	16	-1.0	-12	-1	9
COC(=O)c1ccc(NC(=O)c2ccc(N(C)S(C)(=O)=O)cc2)cc1	8	5	10	0.4	11	-2.9	.	-1	113*

CHOP inh, hit marks shown above.
| SMILES | TbHK1 inh | FXIa inh | FXIIa inh 1536 | CHOP inh | Wee1 stabilizer |
| --- | --- | --- | --- | --- | --- |
| CNc1ccc(Br)cc(C(=O)/C=C/c2cccc(Cl)c2Cl)c1=O | 1 | 1 | 6 | 101* | -1 |

In the list so far, these have a halogen.
mol	TbHK1 inh	FXIa inh	FXIIa inh 1536	zVAD death inh	PPC-1+TRAIL kill	TNF necrop inh	CHOP inh	Wee1 stabilizer	PGE2 EP2 inh
COCc1nnc(NC(=O)c2ccc(Cl)cc2[N+](=O)[O-])s1	9	4	8	1.0	20	0.4	-1	1	9
Cc1oc(-c2cc(F)ccc2F)nc1CN1CCN(c2ncnc3ccccc23)CC1	-14	1	12	-0.4	8	0.4	23	0	14
Cc1cc(C(=O)COC(=O)C2CC2)c(C)n1-c1ccc(F)cc1	2	-6	7	0.0	29	-0.2	26	2	1
CNc1ccc(Br)cc(C(=O)/C=C/c2cccc(Cl)c2Cl)c1=O	1	1	6	0.6	-1	-8.0	101*	-1	7
Clc1ccc(Oc2cnc3ccccc3n2)cc1	-1	6	10	0.6	17	0.8	62	-1	4
CCC(=O)Nc1sc(C(=O)Nc2ccccc2F)c(C)c1C(=O)OC	-6	-3	8	38	.	0.5	1	4	18&15
Cc1c(Cl)c(C(F)(F)F)nn1CC(=O)NCc1ccco1	4	-6	2	-0.1	.	0.6	25	3	10
CC1(C)OC(=O)C(=CNc2ccc(F)cc2)C(=O)O1	-21	7	14	0.1	11	-4.7	3	0	5
CC(C)N(CCO)C(=O)CCc1nnc(Cc2cccc(C(F)(F)F)c2)o1	7	2	14	0.3	-8	0.8	-6	1	6
CCOc1ccc(Cn2ccnc2CCl)cc1[N+](=O)[O-]	-5	2	15	-0.2	12	-1.0	1	0	.
CCOCCCNC(=S)NNC(=O)CCn1nc(C)c(Br)c1C	-6	-9	-13	-0.6	16	-1.0	-12	-1	9

The list is partial, so the mix of outcomes need not match the whole.
